Compound activity as filed in PubChem.
RGS4 inh: human RGS4 inhibition; P49798; HEK293 M3R/RGS4 inducible, Fluo-4 calcium flux; hits give high values; triggered by carbachol at its EC20; B-score at 10 µM; 0.45% of 310,000 active; AID 463165;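 active means B-score, a plate-corrected calcium signal, over three deviations above library mean, with baseline fluorescence within five deviations of library mean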;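 further: RGS4 expression induced by doxycycline in cells with stable M3 receptor; B-score is computed from the integrated fluorescence ratio over baseline after carbachol; higher B-score means a larger calcium signal and so more RGS4 inhibition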
Target sequence (P49798 whole entry, looked up): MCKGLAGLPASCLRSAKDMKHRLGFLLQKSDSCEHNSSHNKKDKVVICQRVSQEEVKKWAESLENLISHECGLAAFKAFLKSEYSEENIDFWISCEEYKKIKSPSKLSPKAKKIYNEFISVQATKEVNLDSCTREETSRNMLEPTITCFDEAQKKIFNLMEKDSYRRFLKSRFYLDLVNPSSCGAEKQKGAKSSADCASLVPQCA
KCNQ1 inh: blocks the human KCNQ1 potassium channel; P51787; CHO-K1 KCNQ1, FluxOR thallium flux fluorescence; hits give high values; AID 2642; B-score at 10 µM; 1.3% of 310,000 active;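 active means compounds whose thallium flux B-score, printed positive for inhibition, exceeds three library SD while starting fluorescence stays within three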;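 further: channel opened by potassium depolarization with thallium stimulus after 20 min compound exposure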
Target sequence (P51787 whole entry, looked up): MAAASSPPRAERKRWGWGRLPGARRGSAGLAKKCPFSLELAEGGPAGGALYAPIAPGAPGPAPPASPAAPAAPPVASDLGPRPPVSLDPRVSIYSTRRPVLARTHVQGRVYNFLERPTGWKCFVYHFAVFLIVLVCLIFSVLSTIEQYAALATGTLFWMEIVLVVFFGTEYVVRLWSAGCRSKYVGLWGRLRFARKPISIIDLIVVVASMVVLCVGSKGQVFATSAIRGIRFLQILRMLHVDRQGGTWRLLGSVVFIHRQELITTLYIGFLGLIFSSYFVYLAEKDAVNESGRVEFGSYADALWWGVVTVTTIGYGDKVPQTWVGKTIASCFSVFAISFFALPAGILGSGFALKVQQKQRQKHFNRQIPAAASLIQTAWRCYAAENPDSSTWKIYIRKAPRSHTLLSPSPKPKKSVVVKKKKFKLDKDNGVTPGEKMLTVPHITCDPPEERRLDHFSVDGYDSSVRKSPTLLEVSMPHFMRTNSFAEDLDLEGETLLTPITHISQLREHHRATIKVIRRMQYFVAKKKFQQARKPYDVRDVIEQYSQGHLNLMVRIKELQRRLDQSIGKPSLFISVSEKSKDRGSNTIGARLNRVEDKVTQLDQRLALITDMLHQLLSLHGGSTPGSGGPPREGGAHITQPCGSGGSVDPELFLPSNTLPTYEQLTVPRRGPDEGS
KCNK3 inh: human KCNK3 channel inhibition, primary screen; CHO-KCNK3 thallium flux, FluxOR fluorescence; hits give low values; B-score at 10 µM; 0.84% of 340,000 active; AID 602410;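 active means B-score under library mean minus 4 SD, starting fluorescence ratio at most library mean plus 5 SD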;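 further: more negative B-score means stronger inhibition of thallium flux through KCNK3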
KCNK9 block: inhibitors of human KCNK9 two-pore domain potassium channel; B-score at 10 µM; 1.2% of 310,000 active; HEK293 KCNK9, FluxOR thallium flux fluorescence; hits give low values; Q9NPC2; AID 488922;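 active means ratio B-score over 3 SD below the library mean, with starting fluorescence within 5 SD of its mean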;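 further: negative B-score means less thallium flux so channel inhibition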
Dyrk1A ADPGlo: inhibitors of rat Dyrk1A kinase | Q63470 | ADP-Glo luminescence, NFATc1 peptide | inhibition, % at 12.5 µM | 0.43% of 310,000 active; in the data active means inhibition above about 50%;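 further: plate controls were vehicle with enzyme for no effect and no enzyme for full effect; many of its hits are not listed in these tables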
KCNQ1 act: human KCNQ1 channel potentiation or activation. 0.35% of 310,000 active. P51787. CHO-K1 KCNQ1, thallium flux FluxOR fluorescence; hits give high values. AID 2648. B-score at 10 µM;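 active means fluorescence ratio B-score, a plate-corrected score, at least three library SD, with initial intensity B-score within 5 SD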
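System: Stable KCNQ1 CHO-K1 line | Incubation: 90 min dye loading and 20 min compound exposure, both at room temperature | Measure: Ratio B score | Medium: Assay buffer for compound exposure, DMSO matched across wells | Compound dosing: Single-concentration screen | Probe or stimulus: K+/Tl+ depolarizing stimulus | Measured by: Kinetic FluxOR fluorescence, 10 s baseline plus 110 s post-stimulus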
GSK3beta inhib: blocks human GSK3beta kinase activity | GST-GSK3beta kinase, ADP-Glo luminescence, 60 min; hits give low values | activity score (negative = inhibition), % at 10 µM | 0.038% of 300,000 active | AID 2097;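 active means more than half of replicate wells score below -50%, meaning over 50% inhibition versus plate controls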;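 further: 0% = median DMSO wells and -100% = median GW8510 positive control wells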
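Test system – GST-tagged human GSK3beta kinase, cell-free · Incubation – 60 min enzyme reaction, room temperature · Signal – ADP-Glo luminescence · Also added – peptide substrate and ATP at 25 µM · Controls – DMSO neutral wells and GW8510 at 20 µM as positive · Buffer or medium – Tris/MgCl2 kinase buffer · Measure – Luminescence-derived activity versus plate DMSO and GW8510 wells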
GSK3A inh: blocks human GSK-3 alpha kinase; inhibition, % at 10 µM; 0.1% of 320,000 active; P49840; ADP-Glo luminescence, 60 min;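 in the data active means inhibition above about 50%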;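 further: GST-tagged GSK-3 alpha with peptide substrate and 25 µM ATP; 0% = DMSO neutral wells and 100% = GW8510 positive control wells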
RGS4 pot: RGS4 potentiation or activation. HEK293 M3R/inducible RGS4, carbachol calcium flux Fluo4; hits give low values. B-score at 10 µM. 0.92% of 310,000 active. AID 463111;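 active means B-score of the integrated calcium signal more than 4 SD below the library mean, with starting fluorescence not abnormally high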;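 further: negative B-score means reduced calcium response which marks RGS4 activation or potentiation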
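Assay system: HEK293 FlpIn-TREx cells, stable M3R, doxycycline-inducible RGS4 / Probe or stimulus: carbachol, ECmax concentration / Times: overnight RGS4 induction, 30 min dye load 37 °C, 20 min compound RT / Signal: kinetic calcium fluorescence imaging with Fluo4-AM dye, 2 µM / Measure: Agonist-evoked peak-minus-minimum fluorescence over baseline, integrated ratio, B score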
PolyA inhibitor: blocks polyadenylation in yeast reporter cells; 0.02% of 300,000 active; calls only at 12 µM; S. cerevisiae SKY197-pL101 polyadenylation reporter, beta-gal luminescence; efflux-impaired pdr1/pdr3 knockout yeast; score 100 = 6 SD above DMSO;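 active means lowest replicate activity score at least 50, where 100 means six control SD above control mean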;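 further: yeast exposed to compound for 9 h at 30 °C; higher score means more reporter readthrough which indicates perturbed polyadenylation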
hERG rescue: compounds protecting human hERG from proarrhythmic drug block; Q12809; CHO-hERG, FluxOR thallium flux, dofetilide IC70 present; activation (rescue from dofetilide block), less the hit threshold, % at 10 µM; 0.51% of 310,000 active; AID 1511;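 active means activation above the mean of controls blocked by dofetilide plus 5 SD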;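 further: thallium influx through hERG after potassium depolarization seen as dye fluorescence rise; in these data hits start at about 4.7%; inactives centre near -7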
* hit, by the source's call; i = inactive; . = no result given. Some of the compounds tested (hit frequency here may not be typical).

SMILES	RGS4 inh	KCNQ1 inh	KCNK3 inh	KCNK9 block	Dyrk1A ADPGlo	KCNQ1 act	GSK3beta inhib	GSK3A inh	RGS4 pot	PolyA inhibitor	hERG rescue
COc1ccc(C(=O)C2CCCN(C(=O)c3c4c(nn3C)CCCC4)C2)cc1F (configuration not stated)	i	i	i	i	6	i	-1	4	i	i	-7
Cc1cc(C(=O)CN2C(=O)NC3(CCCc4ccccc43)C2=O)c(C)n1Cc1ccccc1 (configuration not stated)	i	i	i	i	5	i	0	2	i	i	-19
O=C(COC(=O)CSCc1ccccc1)NCc1ccccc1	i	i	i	i	2	i	1	2	i	i	-6
O=C(NCCSCc1ccco1)Nc1ccc(Cl)cc1	i	i	i	i	-8	i	0	1	i	i	-7
CN1C(=O)C2(N=c3ccccc3=N2)c2ccccc21	i	i	i	i	8	i	1	3	i	i	-4
O=C(CSc1nnnn1-c1ccc2c(c1)OCCO2)Nc1nc2c(s1)CCCC2	i	i	i	i	-1	i	-1	-2	i	i	4
O=C1C(Cl)=C(N2CCOCC2)C(=O)N1c1cccc(Cl)c1	i	i	i	i	-1	i	-2	-3	i	i	-16
CCOc1ccc(NC(=O)C2CCN(S(C)(=O)=O)CC2)cc1	i	i	-9.3*	i	0	i	0	1	i	i	-5
Nc1nc(-c2ccco2)nn1C(=O)CCc1ccccc1	i	i	i	i	-2	i	2	-1	i	i	-6
CSc1nc2ccccc2c(=O)n1C1CCOC(C)(C)C1 (configuration not stated)	i	i	i	i	.	i	1	-21	i	i	-13
Cc1c(-n2cc(C(=O)c3cc(Br)ccc3O)cc(C#N)c2=O)c(=O)n(-c2ccccc2)n1C	i	i	i	i	3	i	-2	2	i	i	-19
CCC(C)n1[nH]c(=O)c2c(C)cc(C)nc21 (configuration not stated)	i	i	i	i	4	i	5	7	i	i	2
O=C1C(=C2SCCCS2)CC/C1=C\c1ccc(F)cc1	i	i	i	i	4	i	-3	5	i	i	-4
O=c1[nH]c(/C=C\c2ccccc2F)nc(O)c1[N+](=O)[O-]	i	i	i	i	.	i	-4	-3	i	i	-10
CCOC(=O)NC(=S)Nc1ccc(C(C)(C)C)cc1Br	i	i	i	i	0	22*	-3	-4	i	i	11*
c1ccc(Sc2ncnc3ccccc23)cc1	i	i	i	i	2	i	-6	-1	i	i	-9
COC(=O)c1ccccc1NC(=O)C1CCCN(S(=O)(=O)c2ccc(F)cc2)C1 (configuration not stated)	i	i	i	i	1	i	-1	0	i	.	-1
COc1cccc(NC2c3ccccc3C(=O)N2Cc2ccco2)c1 (configuration not stated)	i	i	i	i	-3	i	4	-1	i	i	-13
CC(C)C(c1nnnn1C(C)(C)C)N1CCN(c2cccc(Cl)c2)CC1 (configuration not stated)	i	i	-10*	-12*	-6	i	-4	-6	i	.	-7
CCC(C)NC(=O)c1ccccc1NC(=O)c1ccc(CSc2ccccc2)cc1 (configuration not stated)	i	i	i	i	3	i	2	-5	i	i	-8
C/C(Cl)=C\Cn1c(Nc2cccc(C)c2)nc2c1c(=O)n(C)c(=O)n2C	i	i	i	i	2	i	5	-3	i	i	-2
CN(Cc1ccco1)S(=O)(=O)c1ccc(CN2C(=O)c3cccnc3C2=O)s1	i	i	i	i	6	i	-1	.	i	i	-9
COc1ccccc1N1CCN(C2=NS(=O)(=O)c3ccccc32)CC1	i	i	i	i	20	i	-1	5	i	i	-10
CCOc1ccc(C2CC(c3ccccc3C)n3nc(N)nc3N2)cc1 (configuration not stated)	i	i	i	i	-6	i	0	-2	i	i	-7
c1ccc(-c2cn3nc(-c4ccccc4)sc3n2)cc1	i	i	i	i	-1	i	1	-3	i	i	-15
Cc1ccsc1C(=O)Nc1cccc(-n2cnnn2)c1	i	i	i	i	.	i	6	9	i	i	-9
N#Cc1ccc(OCC(=O)NN2Cc3ccccc3C2=N)cc1	i	i	i	i	-9	i	0	1	i	i	-8
CCCCCCSc1cccc(-c2nc3cc(C)ccn3c2NC2CCCCC2)c1	i	i	i	i	0	i	0	-1	i	i	-8
Cc1cc(C)c(CN2CCC(n3nccc3NC(=O)c3ccccc3Cl)CC2)cc1C	i	i	i	i	5	i	1	1	i	i	-15
COc1cc2c(cc1OC)CN(CC(=O)Nc1ccc(F)cc1)C(C(=O)O)C2 (configuration not stated)	i	i	i	i	1	i	-3	4	i	i	-1
NS(=O)(=O)c1ccc(NC(=O)COC(=O)/C(=C/c2cccs2)c2cccs2)cc1	i	i	i	i	-1	i	-1	0	i	i	-11
COc1ccc(-c2nn(-c3ccccc3)cc2/C=N/NC(=O)c2ccc(Br)o2)cc1	i	11*	-9.6*	-6.7*	3	i	4	-2	-8.1*	i	-14
Cc1c(NC(=O)Nc2cccc(F)c2)c(=O)n(-c2ccccc2)n1C	i	i	i	i	-1	i	-3	1	i	i	-5
CCCNC(=O)NCCc1c(C)[nH]c2ccccc12	i	i	i	i	1	i	0	-12	i	i	-6
Nc1nc(N)c2c(ccc3nccc32)[nH]1	i	i	i	i	55*	i	-2	0	i	i	-3
Cc1cccc(NC(=O)NCc2ccc3[nH]c(C)cc3c2)c1	i	i	i	i	-2	i	3	-2	i	i	-13
COc1ccc(-c2noc(N3CCC(C(=O)NCc4ccccc4Cl)CC3)n2)cc1	i	i	i	i	-2	i	-2	0	i	i	-10
Cc1cc(C)n(C2CCCCC2OC(=O)c2ccccc2)n1 (configuration not stated)	i	i	i	i	-1	i	1	-2	i	i	-3
O=C(c1cccc(S(=O)(=O)Nc2ccccc2Cl)c1)N1CCCCCC1	i	i	i	i	.	i	1	-2	i	i	-12
Cc1nnc(SC(C(=O)c2ccccc2)c2ccccc2)[nH]c1=O (configuration not stated)	i	i	i	i	-8	i	1	-2	i	i	-5
Cc1cccc(N=Nc2c(O)[nH]c3ccc(Br)cc23)c1	i	i	i	i	-3	i	0	-1	i	i	-2
O=C1c2ccccc2C(=O)N1CCCCSc1nc2ccccc2o1	i	i	i	i	4	i	2	10	i	i	-6
CC(C)c1ccc(O)c(NC(=S)NC(=O)c2cccnc2)c1	i	i	i	i	-3	i	0	-1	i	i	-19
CCCCNS(=O)(=O)c1ccc(NC(=O)Cc2ccc(OC)cc2)cc1	i	i	i	i	-6	i	4	2	i	.	-13
Cc1cc(C)cc(-c2nnc(SCC(=O)N3CCN(C(=O)c4ccco4)CC3)o2)c1	i	i	i	i	-2	i	1	0	i	i	-8
CC1CCCN(S(=O)(=O)c2ccc3oc(=O)ccc3c2)C1 (configuration not stated)	i	i	i	i	-2	i	-1	-1	i	i	-3
O=C(C(Cc1ccccc1)n1cccc1)N1CCN(Cc2ccccc2)CC1 (configuration not stated)	i	i	i	i	4	i	4	0	i	i	-22
CCN(CC)C1CC(=O)N(c2cccc(Cl)c2)C1=O (configuration not stated)	i	i	i	i	9	i	2	2	i	i	-11
C=CCOc1ccc(C2NC(=O)NC(C)=C2C(=O)OC)cc1 (configuration not stated)	i	i	i	i	10	i	0	7	i	i	-12
O=C(Nc1ccc(F)cc1)C1CC(=O)n2ncnc2N1 (configuration not stated)	i	i	i	i	1	i	2	-2	i	i	-12
Cn1cc(S(=O)(=O)CC(=O)N2CCCc3ccccc32)c2ccccc21	i	i	i	i	1	i	-2	-1	i	i	-12
COC(=O)CC1=NN(c2ccc(OC)cc2)C(=O)C1	i	i	i	i	-2	i	-2	7	i	i	-9
NC(=S)NC(=O)/C=C/c1ccccc1	i	i	i	i	0	i	1	0	i	i	-4
O=C1/C(=C/c2ccco2)Oc2c1ccc(O)c2CN1CCCCC1	i	i	i	i	16	i	-19	37	i	i	-37
COc1cc2c(cc1OC)CN(C(=O)/C=C/c1ccc(F)cc1)CC2	i	i	i	i	-1	i	0	-3	i	i	-11
COc1ccccc1OCC(=O)O/N=C(\N)c1ccccn1	i	i	i	i	-2	i	-1	-1	i	i	-9
CCOC(=O)C1=C(c2ccccc2)N=c2s/c(=C\c3cc(OC)c(OC)c(OC)c3)c(=O)n2C1c1cccs1 (configuration not stated)	i	i	i	i	-6	i	-3	-5	i	i	-1
COC(=O)CNC(=O)CN1C(=O)N(c2ccccc2)C(N(O)C(=O)Nc2ccccc2)C1(C)C (configuration not stated)	.	.	i	.	-1	.	0	-1	.	i	.
CCCCN(C)C(=O)C1CCN(Cc2cccc(OCc3ccccc3)c2)CC1	i	i	i	i	6	i	5	-1	i	i	-5
COC(=O)c1sccc1NC(=O)/C=C/C(=O)O	i	i	i	i	0	i	-1	5	i	i	-3
Next section:
SMILES	RGS4 inh	KCNQ1 inh	KCNK3 inh	KCNK9 block	Dyrk1A ADPGlo	KCNQ1 act	GSK3beta inhib	GSK3A inh	RGS4 pot	PolyA inhibitor	hERG rescue
NNC(=O)c1cccc(COc2ccc(Br)cc2)c1	i	i	i	i	-2	i	4	-2	i	i	-3
COc1ccc(C(=O)N2CCC(=O)N(C(CO)Cc3ccccc3)CC2)cc1 (configuration not stated)	i	i	i	i	12	i	-1	-3	i	i	-4
CN(C)c1ccc(/C=N/Nc2cc(N3CCOCC3)nc(N3CCOCC3)n2)cc1	i	i	i	i	-4	i	3	1	i	i	-3
CC1CC(C)CN(C(=O)CSc2nc3ccsc3c(=O)n2Cc2ccccn2)C1 (configuration not stated)	i	i	i	i	1	i	-5	-5	i	i	-9
O=C(COc1ccc(Cl)cc1)NNC(=O)C(=O)N1CCCCC1	i	i	i	i	3	i	2	-3	i	i	-3
CSc1ccc(S(=O)(=O)N2CCC(C(=O)Nc3ccccc3C(F)(F)F)CC2)cc1	i	i	i	i	-9	i	.	-1	i	i	-6
CCOc1ccc(-n2c(SCC(=O)Nc3nccs3)nnc2-c2ccoc2C)cc1	i	i	i	i	-2	i	3	-1	i	i	-6
